BRCA1 expr act: qHTS Assay to Identify Small Molecule Activators of BRCA1 Expression; AID 624202, 2012; MCF7-BRCA1-FFLuc reporter, luminescence, 48 h; response scale: scaled: vehicle 0%, 10 µM genistein 100%; 380,000 compounds, 1.1% hits; Potency, µM (series often up to 46.1 µM), inactives show at the top dose activation, actives largely listed as activators; further: potency means the concentration at half of the fitted maximal effect; nearly all actives have a fitted effect of over 80% in size; some results filed as inactive show a strong effect at the top dose
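Cells: MCF7-BRCA1-FFLuc, 2000/well. Exposure: 48 h, 37 °C, 5% CO2. Read: luminescence, 15 min post-substrate. Controls: genistein 10 microM (maximal activation), DMSO (neutral).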
TRPV1 agonist: HTS Assay for Compounds that Act as Agonists of the Vanilloid Receptor 1 | Transient receptor potential cation channel subfamily V member 1 (Homo sapiens), Q8NER1 | TRPV1-expressing cells, Fluo-8 calcium influx, agonist mode | activation, % at 8.33 µM | 320,000 compounds, 0.19% hits | AID 540275, 2011; in the data active means activation above about 80%; inconclusive means between about 30% and that limit; further: 0% is about no effect
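TRPV1-expressing cells were cultured overnight at 35.5C and loaded with Fluo-8 calcium dye for 40 to 90 min at room temperature. After a 10 s baseline, compound was added and calcium influx was read kinetically for 3 min (ex 480/em 520 nm).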
B2AR arrestin: qHTS assay of beta-arrestin-biased ligands of beta2-adrenergic receptor | Beta-2 adrenergic receptor (Homo sapiens), P07550 | beta-arrestin recruitment to beta2AR, cell-based reporter | Potency, µM (series often up to 46.1 µM), for the others: top-dose activation, usual class: activators | 330,000 compounds, 0.02% hits;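 further: potency means the concentration at half of the fitted maximal effect; 0% = DMSO controls and full agonism = EC100 isoproterenol or metaproterenol; nearly all actives have a fitted effect of over 65% in size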
Target sequence (P07550 whole entry, looked up): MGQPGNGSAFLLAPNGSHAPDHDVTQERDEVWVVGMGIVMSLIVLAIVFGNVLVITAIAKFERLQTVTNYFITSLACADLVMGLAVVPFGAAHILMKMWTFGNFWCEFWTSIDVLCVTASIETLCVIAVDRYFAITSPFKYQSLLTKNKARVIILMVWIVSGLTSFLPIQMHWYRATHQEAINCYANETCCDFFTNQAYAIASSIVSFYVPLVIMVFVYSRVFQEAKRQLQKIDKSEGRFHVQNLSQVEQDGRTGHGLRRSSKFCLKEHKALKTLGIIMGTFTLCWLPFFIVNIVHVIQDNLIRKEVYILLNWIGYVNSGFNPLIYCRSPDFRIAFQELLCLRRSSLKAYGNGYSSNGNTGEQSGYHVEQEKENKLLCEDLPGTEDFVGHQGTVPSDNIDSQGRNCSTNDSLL
ASM inhibitor: Inhibitors of Secretory Acid Sphingomyelinase (S-ASM): qHTS | Sphingomyelin phosphodiesterase (Homo sapiens), P17405 | placental ASM, HMU-PC fluorogenic substrate, 60 min | AID 504937, 2011 | 340,000 compounds, 0.006% hits | Potency, µM (doses to about 57.5 µM), inactives show at the highest dose activity change, negative = inhibition, most hits filed as inhibitors; further: potency means the concentration at half of the fitted maximal effect
Target sequence (P17405 47-631 limits assumed): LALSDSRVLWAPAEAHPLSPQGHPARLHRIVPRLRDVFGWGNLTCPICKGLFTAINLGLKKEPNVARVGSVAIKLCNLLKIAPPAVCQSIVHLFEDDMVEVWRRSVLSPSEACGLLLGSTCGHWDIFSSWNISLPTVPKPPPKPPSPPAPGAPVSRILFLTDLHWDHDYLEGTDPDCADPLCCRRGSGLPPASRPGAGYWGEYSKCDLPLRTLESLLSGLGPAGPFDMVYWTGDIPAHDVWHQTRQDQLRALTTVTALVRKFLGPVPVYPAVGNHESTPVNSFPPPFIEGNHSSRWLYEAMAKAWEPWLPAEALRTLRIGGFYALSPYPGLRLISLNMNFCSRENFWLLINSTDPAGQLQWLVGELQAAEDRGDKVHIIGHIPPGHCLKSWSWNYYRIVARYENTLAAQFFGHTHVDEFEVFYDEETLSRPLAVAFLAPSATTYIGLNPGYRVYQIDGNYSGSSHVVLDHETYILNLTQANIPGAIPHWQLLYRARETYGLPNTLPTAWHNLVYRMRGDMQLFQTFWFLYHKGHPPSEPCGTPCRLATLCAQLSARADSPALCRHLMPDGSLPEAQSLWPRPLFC
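Human placenta-derived ASM enzyme was preincubated with compound for 10 minutes at room temperature, then given fluorogenic substrate HMU-PC0 (9 uM final) for 60 minutes at 37 °C; a pH 10 stop preceded fluorescence reading at Ex 386/Em 447 nm.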
Eya2 phos inh: qHTS Assay for Inhibitors of the Phosphatase Activity of Eya2; Protein phosphatase EYA2 (Homo sapiens), O00167; recombinant Eya2, OMFP fluorescence dephosphorylation (OMFP is methylfluorescein phosphate); Potency, µM (series often up to 76.9 µM), inactives show at the top dose activity, negative = inhibition, most hits filed as inhibitors; 330,000 compounds, 0.006% hits; AID 488837, 2010; further: potency means the concentration at half of the fitted maximal effect; on the % scale 0 is the no-effect control and ±100 the full control effect
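Eya2 protein (added as 0.2 uM solution) was preincubated with compound for 10 min at ambient temperature in 50 mM HEPES pH 7.5, 50 mM NaCl, 5 uM MgCl2, 0.05% BSA, 1 mM DTT. OMFP (added at 50 uM) then reacted 10 min; fluorescence read at 485/525 nm.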
TSG101-PTAP inh: qHTS Assay for Iinhibitors of HIV-1 Budding by Blocking the Interaction of PTAP/TSG101. Tumor susceptibility gene 101 protein (Homo sapiens), Q99816. Fluorescence polarization, FITC-PTAP peptide / Tsg101 binding. Potency, µM (doses to about 115 µM), for the others: top-dose activity change, negative = inhibition, hits mostly inhibitors. 340,000 tested, under 10 active; active means well fitted inhibition curve with a large enough effect in the main read-out, with a control signal flat, not every such curve was filed as active; inconclusive means small, poorly fitted or top-dose-only effect, or effect the other way, or a change in a side signal; inactive means no such curve, though single readings can be large or run the other way; further: potency means the concentration at half of the fitted maximal effect; % of control where 0% means no effect
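Compounds were pin-transferred onto Tsg101 binding domain (10 uM final) in HEPES pH 7.5 buffer, then FITC-PTAP peptide was added at 50 nM final. After 20 min at RT, polarization reported peptide displacement across a qHTS concentration series.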
USP2a block: qHTS Assay for Inhibitors of Ubiquitin-specific Protease USP2a Using CHOP2 as the Reporter. USP2 core, Ub-CHOP2 coupled fluorogenic reporter, 485/531. Ubiquitin carboxyl-terminal hydrolase 2 (Homo sapiens), O75604. Potency, µM (top dose mostly 38.3 µM), for the others: top-dose activity change, negative = inhibition, hits mostly inhibitors. 330,000 compounds, 0.01% hits;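 further: potency means the concentration at half of the fitted maximal effect; plate controls were DMSO wells for no effect and full inhibition by NEM control for full effect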
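USP2 core (10nM final) preincubated 30min RT with compound in 20mM Tris-HCl pH 8.0, 2mM CaCl2, 2mM beta-mercaptoethanol, 0.05% CHAPS; 25nM Ub-CHOP2 plus 25nM reporter substrate added, fluorescence (Ex485/Em531) read after 60min.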
Integrin act MD: qHTS for Activators of Integrin-Mediated Alleviation for Muscular Dystrophy | alpha7betagal myoblasts, beta-gal FDG fluorescence, 48 h | Potency, µM (doses to about 38.3 µM), inactives show at the top dose activation, usual class: activators | 350,000 compounds, 0.064% hits | AID 624291, 2012;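 further: potency means the concentration at half of the fitted maximal effect; 100% = response of the positive control SU9516; nearly all actives have a fitted effect of over 60% in size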
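Alpha7betagal+/- myoblasts (passage 13) were plated 16-24 hr, then exposed to compounds (1:260 dilution of DMSO stock) for 48 hours at 37C. After MPER lysis, β-galactosidase reporter activity was read as FDG fluorescence (ex 480/em 540) after 30 minutes.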
uPA surface inh: qHTS for Inhibitors of Cell Surface uPA Generation; cell surface uPA generation assay, qHTS; 330,000 compounds, 0.31% hits; Potency, µM (titrated, usually from 38.3 µM), for the others: at the top dose activity change, negative = inhibition, hits mostly inhibitors; AID 540303, 2011; active means well fitted inhibition curve with a large enough effect; inconclusive means small, poorly fitted or top-dose-only effect; inactive means no such curve, though single readings can be large or run the other way; tested in mouse RAW 264.7 cells; further: potency means the concentration at half of the fitted maximal effect; on the % scale 0 is the no-effect control and ±100 the full control effect; nearly all actives have a fitted effect of over 55% in size
ELG1 genotoxic: qHTS screen for small molecules that induce genotoxicity in human embryonic kidney (HEK293T) cells expressing luciferase-tagged ELG1 | HEK293T ELG1-luciferase reporter, luminescence, 16 h | Potency, µM (titrated, usually from 46 µM), inactives show at the top dose activity change, positive = activation, hits mostly activators | 330,000 compounds, 1.3% hits; further: potency means the concentration at half of the fitted maximal effect; % of control where 0% means no effect; nearly all actives have a fitted effect of over 60% in size
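HEK293T cells expressing luciferase-tagged ELG1 were exposed to compound or DMSO vehicle for 16 hr at 37 °C and 5% CO2. Luciferase activity was then measured with ONE-Glo after 30 min at room temperature.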
p53 reactivator: qHTS assay for re-activators of p53 using a Luc reporter. H1299 p53-A138V BP100-luciferase reporter, luminescence, 24 h. Potency, µM (titrated, usually from 92.2 µM), inactives show at the top dose activity change, positive = activation, usual class: activators. 320,000 compounds, 0.063% hits. AID 504706, 2011; further: potency means the concentration at half of the fitted maximal effect; % of control where 0% means no effect; nearly all actives have a fitted effect of over 45% in size
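H1299 (p53-null), stable ts p53-A138V + BP100-Luc; 1000 cells/well, Opti-MEM/10% FBS; cpd 4 pt, 1:5; 24 h, 37 deg C, 5% CO2; detection reagent 10 min RT; luminescence.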
Starred values were filed as active, the others as inactive; ? = inconclusive; / = not tested or not shown; [ ] = dose if it differs, or a comment. Unless noted, the call rests on the fitted dose curve; in most records, active means well fitted curve in the direction sought with a large enough effect; inconclusive means small, poorly fitted or top-dose-only effect, or another doubt; inactive means no such curve, though single readings can be large; an effect the other way counts as inactive or inconclusive. Compounds were not picked by outcome. About 2.6% of those tested had a hit in this group.

SMILES	BRCA1 expr act	TRPV1 agonist	B2AR arrestin	ASM inhibitor	Eya2 phos inh	TSG101-PTAP inh	USP2a block	Integrin act MD	uPA surface inh	ELG1 genotoxic	p53 reactivator
CC(=O)c1cn(CCCCCCCCCCn2cc(C(C)=O)c(=O)[nH]c2=O)c(=O)[nH]c1=O	/	-4	0.1%	/	-14%	/	-2%	/	/	-1%	3%
Cc1cccc(Nc2nnc(SCc3cc(=O)n4cc(C)ccc4n3)s2)c1	-21%	1	0.0%	0%	-2%	0%	-5%	24%	4%	-11%	-6%
COc1ccc(N(CC(=O)NC2CCCCC2)C(=O)CCCC(=O)Nc2ccccn2)c(OC)c1	-22%	-1	0.1%	4%	-1%	-1%	2%	11%	0%	-4%	3%
C#CCOCCOCCOCCNc1nc(N2CCN(C(=O)[C@H](CCCN=C(N)N)n3cc(C(N)[C@H](C)CC)nn3)CC2)nc(N2CCN(C(=O)[C@H](CCCN=C(N)N)n3cc(C(N)[C@@H](C)CC)nn3)CC2)n1 (stereo partly drawn)	13%	/	-0.5%	7%	23%	/	-1%	34%	0%	3%	-3%
COc1ccc(NS(=O)(=O)c2ccc(OC)c(N(C)S(=O)(=O)c3ccc(Cl)cc3)c2)cc1	-106%[inhibitor]	3	-0.7%	0%	-1%	-1%	-15%	-36%	-38%	-11%	?
CCOC(=O)CSc1nnc(CSc2nc3sc4c(c3c(=O)[nH]2)CCC4)n1-c1ccccc1	1%	6	-0.3%	-22%	3%	-4%	0%	16%	0%	-2%	3%
N#CCCN1CCN(C(=S)c2ccc(-c3ccc(Cl)c(Cl)c3)o2)CC1	9%	1	0.1%	-26%	?	0%	-1%	-20%	8%	?	4%
COc1ccc(CN2CCN(C(=O)C3CCN(C(=O)Nc4ccccc4)CC3)CC2)cc1OC	-8%	/	5.2%	2%	5%	-2%	2%	3%	-1%	-2%	7%
O=C1CCC(C(=O)N2CCOCC2)CN1Cc1ccc(Cl)cc1 (stereo not drawn)	4%	-4	0.5%	4%	15%	5%	1%	25%	-10%	4%	-19%
CCOC(=O)N1CCN(C(=O)COC(=O)COc2c(C)cc(C)cc2C)CC1	-9%	1	0.0%	-1%	-15%	1%	-1%	9%	5%	2%	?
CSCc1nnc(NC(=O)c2ccc(S(=O)(=O)N(CC(C)C)CC(C)C)cc2)o1	/	-4	0.6%	/	-5%	/	-9%	/	/	-1%	11%
Cc1ccc(SCc2ccc(C(=O)Nc3cccnc3)cc2)cc1	?	21	-1.2%	2%	-1%	-5%	-1%	-2%	-6%	1%	-5%
O=C1CC(c2nc3ccccc3[nH]2)CN1Cc1ccccc1 (stereo not drawn)	-19%	-4	0.1%	-2%	8%	-7%	4%	-2%	5%	4%	5%
O=C(Nc1nnc(SCc2c(Cl)cccc2Cl)s1)C1CC(=O)N(c2ccc3c(c2)OCCO3)C1 (stereo not drawn)	-24%	2	-0.8%	-9%	-18%	-3%	1%	7%	4%	3%	1%
Cc1cc2c(SCC(=O)Nc3ccccc3O)ncnc2s1	-2%	/	/	-8%	/	-1%	/	-24%	16%	/	/
COc1ccc(C(C#N)N2N=C(C)CC2(C)C)cc1 (stereo not drawn)	-9%	-1	0.0%	5%	15%	-5%	1%	-19%	4%	-3%	12%
COc1ccc(N/C=C/C(=O)c2ccc(Oc3ncccn3)cc2)cc1	17%	0	0.4%	2%	?	-4%	-1%	-9%	0%	9%	22%
CSc1nc2ccccc2c(=O)n1C1CCCCC1	-7%	-1	-0.1%	-4%	7%	-1%	2%	-6%	5%	-2%	6%
Nc1cc(=O)[nH]c(SCC(=O)Nc2ccc(S(=O)(=O)N3CCOCC3)cc2)n1	7%	-2	0.4%	-1%	5%	-1%	1%	11%	/	0%	2%
O=C(COC(=O)c1cc(S(=O)(=O)N2CCOCC2)ccc1F)NCCc1ccc(F)cc1	4%	/	-0.5%	0%	-1%	-8%	1%	10%	?	1%	-1%
Cc1ccc(C(=O)N/C(=C/c2ccc(Cl)cc2)C(=O)Nc2cccc(C(=O)O)c2)cc1	-15%	-9	-0.8%	5%	3%	-2%	0%	6%	5%	2%	13%
Cn1cccc1P(=O)(c1cccn1C)c1cccn1C	0%	0	-0.3%	3%	0%	-3%	2%	12%	7%	-3%	0%
O=C(NCc1ccco1)Nc1ccc2nsnc2c1	-25%	1	-0.1%	110%[activator]	2%	0%	-1%	-48%[inhibitor]	-18%	8%	?
O=C(OCC(=O)N1CCN(c2ccccc2)CC1)c1ccncc1	3%	4	0.4%	1%	1%	-8%	2%	-48%[inhibitor]	9%	-1%	3%
O=C(NCc1ccccc1)C1=C[C@@H](c2ccc(Br)cc2)C[C@@H](OCCCCO)O1	-5%	13	0.1%	-2%	-6%	1%	2%	4%	-6%	3%	-1%
COc1ccc(OC)c2sc(NC(=O)c3cccc(N4C(=O)CCC4=O)c3)nc12	-13%	2	-0.5%	-2%	-8%	/	2%	-27%	8%	14%	1%
CC(C)c1ccccc1NC(=O)C1C2C=CC(C2)C1C(=O)O (stereo not drawn)	3%	-6	0.4%	-1%	-28%	-2%	0%	-15%	15%	-2%	32%
O=C(O)CC1Sc2nc3ccccc3n2C1=O (stereo not drawn)	7%	-1	-0.8%	4%	1%	-8%	-2%	7%	-1%	5%	10%
c1ccc2cc(-c3cc4ccccn4c3)ccc2c1	-35%	-9	-0.5%	67%	6%	-6%	-15%	-10%	8%	3.7µM*	?
CCOC(=O)C1=C(C)NC(=O)NC1c1ccc(N2CCC(c3ccccc3)=N2)cc1 (stereo not drawn)	33%	-1	?	/	10%	-4%	-1%	1%	-4%	7%	12%
COc1ccc(NC(=O)Cn2nc3n(c2=S)CCC3)cc1	23%	0	0.2%	-1%	-33%	-9%	2%	2%	-8%	5%	-5%
CCCNC(=O)COC(=O)c1ccccc1C(=O)c1ccc(Cl)c([N+](=O)[O-])c1	-84%[inhibitor]	0	-0.1%	-3%	-4%	-5%	-4%	-64%[inhibitor]	-14%	-9%	-12%
CC(C)(C)C(=O)NC1=NCCS1	-4%	-2	0.5%	1%	-15%	-8%	-1%	-7%	-3%	-1%	-18%
OC(CON=C1c2ccccc2-c2ccccc21)CN1CCNCC1 (stereo not drawn)	-39%	1	-0.2%	0%	-17%	0%	-1%	-76%[inhibitor]	-10%	1%	-1%
CC(=O)c1ccc(S(=O)(=O)NCCc2cn3ccc(C)cc3n2)cc1	-7%	/	/	0%	/	-3%	/	17%	11%	/	/
Cc1cccc(NC(=S)NC2CC3CCCC(C2)N3Cc2ccco2)c1 (stereo not drawn)	0%	2	0.0%	4%	-13%	-2%	-1%	-34%	?	-4%	-5%
CC(C)Cc1cc(C(=O)Nc2ccc(Br)cc2)no1	?	?	3.1%	1%	-6%	1%	-1%	?	-7%	?	7%
CCOC(=O)C1CCCN(S(=O)(=O)c2ccc3c4c2CC(=O)N4CC(C)S3)C1 (stereo not drawn)	17%	-3	-0.6%	3%	3%	-3%	0%	0%	3%	-6%	/
NC(=O)c1ccc(Oc2ccc(C(N)=O)cc2)cc1	18%	1	-0.9%	9%	11%	0%	0%	13%	-2%	3%	1%
CCc1ccc(S(=O)(=O)Nc2ccncc2)cc1	5%	5	-0.5%	1%	2%	-18%	0%	-27%	-1%	1%	4%
CCSc1nnc(NC(=O)C2CC(=O)N(Cc3ccc(C)cc3)C2)s1 (stereo not drawn)	-2%	18	-0.4%	-4%	3%	-2%	-1%	-13%	1%	-2%	-3%
COc1ccc(N2CCN(CC(=O)Nc3ccc(C)cc3Br)CC2)cc1	-6%	/	/	0%	/	0%	/	0%	5%	/	/

Source: PubChem BioAssay (National Center for Advancing Translational Sciences (NCATS))
